# Screening results as filed in PubChem BioAssay.
# S1P2 antag = antagonists of human S1P2 receptor; inhibition, % at 5 µM; 97,000 compounds, 0.21% hits; cell-based S1P2 antagonist assay, inhibition at 5 uM; O95136; AID 736; in the data active means inhibition above about 45%;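 further: CRE beta-lactamase reporter cells expressing human S1P2 stimulated with S1P; 0% = agonist at EC80 alone and 100% = agonist plus reference antagonist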
# Target sequence (O95136 whole entry, looked up): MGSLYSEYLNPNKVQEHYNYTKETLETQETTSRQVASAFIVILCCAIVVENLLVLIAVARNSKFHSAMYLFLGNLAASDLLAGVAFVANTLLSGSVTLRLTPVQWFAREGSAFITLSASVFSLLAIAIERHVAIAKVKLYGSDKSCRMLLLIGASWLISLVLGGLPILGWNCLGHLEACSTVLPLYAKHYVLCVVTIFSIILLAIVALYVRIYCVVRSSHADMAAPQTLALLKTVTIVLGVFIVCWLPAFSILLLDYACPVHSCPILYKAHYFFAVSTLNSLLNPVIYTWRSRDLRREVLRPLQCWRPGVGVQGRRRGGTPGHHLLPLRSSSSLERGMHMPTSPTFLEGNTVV
# S1P2 agonist = S1P2 (human) receptor agonism | O95136 | S1P2-expressing cell line, agonist reporter read-out | activation, % at 4.5 µM | 97,000 compounds, 0.46% hits | AID 729; in the data active means activation above about 16%;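 further: 0% = vehicle low control and 100% = maximal reference agonist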
# sEH activator = soluble epoxide hydrolase (human) activation | P34913 | purified human sEH enzymatic activity, activator screen | activation, % at 2 µM | 91,000 compounds, 0.04% hits; in the data active means activation above about 37%; further: values of inactives mirror those of a sister screen read the other way
# E coli WT exp = blocks growth of wild type E. coli BW25113 | OD600 absorbance | growth inhibition, % at 100 µM | 98,000 compounds, 0.15% hits | AID 710;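 active means growth inhibition above about 50% at one test dose, limit read from the data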;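 further: growth measured after 20 h incubation at 37 °C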
# PostGolgi ctrl = inhibits growth of the yeast control strain. efflux-deficient yeast background strain, growth absorbance A615, 16 h. inhibition, % at 10 µM. 98,000 compounds, 5% hits. AID 738
# sEH inh = blocks human soluble epoxide hydrolase activity; P34913; recombinant human sEH enzymatic activity assay; inhibition, % at 2 µM; 91,000 compounds, 0.34% hits; AID 707; in the data active means inhibition above about 80%; further: values of inactives mirror those of a sister screen read the other way; many of its hits are not listed in these tables
# PostGolgi yeast = growth inhibition of a yeast mutant, post-Golgi transport screen | post-Golgi transport phenotypic cell assay | inhibition, % at 10 µM | 98,000 compounds, 0.9% hits | AID 739;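 further: yeast cells grown in 1536-well plates; yeast grown about 18 h at 30C before absorbance read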
# Mac1 fbg inh = CD11b/CD18-fibrinogen binding inhibition | P05107+P11215 | K562 CD11b/CD18 adhesion to fibrinogen, ATPlite luminescence; Mn2+ added to activate the integrin | inhibition, % at 10 µM | 93,000 compounds, 0.54% hits;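 active means primary inhibition of 50% or more at 10 µM, then 40% or more on retest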; further: some results filed as inactive read as strong as hits
# PLAP activator = human PLAP activation; P05187; activation fold at 20 µM; purified PLAP enzyme, luminescent substrate read-out; active compounds read high; 96,000 compounds, 1.2% hits; AID 696; in the data active means activation fold above about 2
# Target sequence (P05187 whole entry, looked up): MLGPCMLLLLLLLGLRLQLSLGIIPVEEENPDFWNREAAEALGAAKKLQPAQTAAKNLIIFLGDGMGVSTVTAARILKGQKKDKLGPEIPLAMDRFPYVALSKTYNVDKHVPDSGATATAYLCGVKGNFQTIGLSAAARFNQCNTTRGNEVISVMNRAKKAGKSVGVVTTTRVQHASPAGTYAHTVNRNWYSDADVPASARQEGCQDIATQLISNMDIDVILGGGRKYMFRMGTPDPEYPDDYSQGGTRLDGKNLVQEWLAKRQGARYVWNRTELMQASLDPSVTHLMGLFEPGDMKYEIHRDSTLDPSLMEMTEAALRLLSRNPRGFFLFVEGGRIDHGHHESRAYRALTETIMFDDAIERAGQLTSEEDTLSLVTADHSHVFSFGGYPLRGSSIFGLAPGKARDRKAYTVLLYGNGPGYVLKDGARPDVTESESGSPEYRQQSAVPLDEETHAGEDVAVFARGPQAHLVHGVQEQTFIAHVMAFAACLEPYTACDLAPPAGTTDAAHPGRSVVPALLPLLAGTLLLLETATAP
# Numbers without * were called inactive; nt = not tested or not shown. Unless noted, no stated cut-off is given here; in the data, active means inhibition above about 30%; inactive means the rest.
SMILES,S1P2 antag,S1P2 agonist,sEH activator,E coli WT exp,PostGolgi ctrl,sEH inh,PostGolgi yeast,Mac1 fbg inh,PLAP activator
O=C(Nc1ccc2c(c1)OCO2)N1CCN(c2cccc(C(F)(F)F)c2)CC1,-12,-5,-16,2,2,20,-4,-26,0.8
CCSc1nc2c(sc3nc(C)cc(C)c32)c(=O)[nH]1,-3,0,-8,3,42*,10,-7,-13,1.6
Cc1cc(Oc2ccccc2)nc(-c2ccccc2)n1,-13,-6,-5,-3,0,7,-10,nt,1.3
CC1=C/C(=N\OS(=O)(=O)c2ccccc2)C=CC1=O,83*,2,6,nt,nt,-3,nt,nt,nt
CC(C)N(C(=O)CN(C#N)c1nc(N(C)C)nc(N(C)C)n1)c1ccccc1,5,-10,3,-2,17,-2,2,12,1.7
CCOC(=O)CSc1nc2sc3c(c2c(=O)[nH]1)CCCC3,-5,-4,nt,-6,8,nt,-1,2,1
CCCOC(=O)CSc1nc(N)c(C#N)c(-c2ccco2)c1C#N,-33,3,10,nt,nt,-14,nt,nt,nt
CCOc1ccc(C2CC(c3ccc(CC)cc3)Nc3nc(N)nn32)cc1 (stereo not drawn),nt,nt,nt,-3,11,nt,-1,11,1.5
Cc1ccc2cc(C(c3nnnn3C3CCCC3)N3CCN(c4ccccc4)CC3)c(=O)[nH]c2c1 (stereo not drawn),3,-7,-10,-10,14,9,5,0,1.5
Cc1nnsc1SCCNC(=O)c1ccc(F)cc1,-6,-3,-13,5,23,15,5,-10,0.8
Cc1cnc(C(=O)Nc2ccccc2F)cn1,-13,-2,-13,7,11,15,-10,-10,0.9
CCOC(=O)C(C)Sc1nc(C2CC2)cc(C(F)(F)F)c1C#N (stereo not drawn),9,0,3,4,15,-2,1,nt,0.9
O=C(Nc1ccsc1C(=O)NC1CCCCC1)c1ccccc1,2,-6,-1,4,-2,0,13,0,1
O=C(COC(=O)c1ccccc1Oc1ccccc1)NC1CCS(=O)(=O)C1 (stereo not drawn),-7,-7,-9,-4,13,11,8,-9,0.9
Cc1cc(C)cc(C(=O)N2CC(C)OC(C)C2)c1 (stereo not drawn),-9,-1,-9,-8,-1,6,5,0,1
Cc1c(Br)c(C(F)(F)F)nn1CC(=O)N1CCCC1,-5,-4,6,8,6,-6,13,-6,0.9
CNc1ncc(C(=O)c2ccc(Cl)cc2)s1,1,-5,-10,6,0,9,-1,nt,0.8
Cc1ccc(S(=O)(=O)N2CCCC2C(=O)Nc2nccs2)cc1 (stereo not drawn),-11,-4,-19,-3,13,19,7,-10,1
CCOc1ccc(N2C(=O)CC(N3CCN(C(=O)CN4CCCC4)CC3)C2=O)cc1 (stereo not drawn),-12,-11,-8,1,4,6,4,-4,1.7
O=C(COC(=O)c1cc(S(=O)(=O)N2CCOCC2)ccc1O)NCCc1ccccc1,-22,0,-5,3,-5,6,4,-4,1.6
CCOC(=O)CSC1=C(C#N)C(=O)NC(c2ccc(OC)c(OC)c2)S1 (stereo not drawn),4,-1,-3,7,0,6,7,10,1.1
COCCNC(=O)CN(CCc1ccccc1)S(=O)(=O)c1ccc(OC)cc1,3,-4,-11,5,4,8,-3,2,1.3
CC1CCN(c2c(NCc3ccc(C(=O)N4CCc5ccccc54)cc3)c(=O)c2=O)CC1,-2,-4,4,-3,25,-5,0,1,1
CCCc1ccccc1OCCNC(C)=O,-15,1,-3,1,3,3,18,-6,0.9
COc1cccc(-c2cc(C(=O)NCc3ccc(Cl)cc3)no2)c1,9,-3,-7,5,5,7,1,nt,1.2
CCc1cc2c(=O)c(-c3cnn(-c4ccccc4)c3)c(C)oc2c(CN2CCCCC2)c1O,-13,-4,-1,-3,4,1,5,nt,1.3
COc1ccc(N2CCN(C(=O)c3cn(C4CCCC4)c(=O)c4c3c3ccccc3n4C)CC2)cc1,-4,-7,0,-10,22,1,-1,-42,1.6
CC(=O)OCC(=O)c1ccc2ccn(C(C)=O)c2c1,-9,-4,-4,1,2,5,-8,nt,nt
Cc1ccc(S(=O)(=O)Cn2nnnc2CN2CCOCC2)cc1,-1,-5,-2,0,10,0,3,7,1
Cc1ccc(S(=O)(=O)CC(C)N2CCOCC2)c(S(=O)(=O)CC(C)N2CCOCC2)c1 (stereo not drawn),-1,-1,-1,1,1,1,3,-9,1.2
O=C(Cc1ccccc1)NCCc1cn2ccsc2n1,-6,-7,-8,7,-1,8,2,7,1.1
Cc1nn(Cc2ccccc2)c(C)c1NC(=O)CSc1nnc(-c2cc(Cl)ccc2O)n1C,7,-5,-15,5,7,17,-5,-36,1.7
O=C(OCC(=O)N1CCN(C(=O)c2ccco2)CC1)c1cc(=O)c2ccccc2o1,7,-2,-2,4,9,1,-4,-5,0.9
CCOn1c(=O)c(-c2ccc(OC)c(OC)c2)[n+]([O-])c2ccccc21,11,-2,1,4,2,-2,10,nt,0.8
CS(=O)(=O)N(CC(=O)N1CCc2ccccc2C1)Cc1ccc(Cl)cc1,-29,-3,11,-4,25,-14,-1,-8,1.7
O=C(O)c1ccc(CSc2ncn[nH]2)cc1,17,-6,4,4,1,-3,-4,-2,1
CC1CC(C)CN(C(=O)CSc2nnc(-c3ccc(Cl)cc3)o2)C1 (stereo not drawn),13,-6,nt,2,16,nt,-12,-5,0.9
Cn1c(SCC(=O)c2ccccc2)nnc1C1CC1,9,-1,3,5,5,-2,-10,-8,1.1
CCOCc1nc(C)c(Cl)c(NS(=O)(=O)c2ccc(N)cc2)n1,1,-9,10,6,1,-12,5,-16,0.9
O=c1ccc(=O)n2n1CC(O)C2,-4,-7,8,3,24,-9,-1,2,1

# Complete entries, looked up by structure:
# `O=C(O)c1ccc(CSc2ncn[nH]2)cc1` is entered as S1P2 antag = 17; S1P2 agonist = -6; sEH activator = 4; E coli WT exp = 4; PostGolgi ctrl = 1; sEH inh = -3; PostGolgi yeast = -4; Mac1 fbg inh = -2; PLAP activator = 1
# `Cn1c(SCC(=O)c2ccccc2)nnc1C1CC1` is entered as S1P2 antag = 9; S1P2 agonist = -1; sEH activator = 3; E coli WT exp = 5; PostGolgi ctrl = 5; sEH inh = -2; PostGolgi yeast = -10; Mac1 fbg inh = -8; PLAP activator = 1.1

# (next part)
SMILES,S1P2 antag,S1P2 agonist,sEH activator,E coli WT exp,PostGolgi ctrl,sEH inh,PostGolgi yeast,Mac1 fbg inh,PLAP activator
CN(C)S(=O)(=O)c1ccc(C(=O)N(c2ccccn2)c2ccccn2)cc1,-5,-5,6,7,0,-8,2,-23,1
COc1ccc(C2(C(N)=O)CCCCC2)cc1OC,-4,0,8,3,-3,-8,-7,-12,1.1
O=C(NC1CCCCC1)NC1CC2CCC(C1)N2C(=O)NCc1ccccc1 (stereo not drawn),-15,0,-21,8,-3,20,-1,5,1.3
Cc1onc(-c2ccccc2Cl)c1C(=O)OCN1C(=O)c2ccccc2C1=O,4,-13,-1,0,5,1,-9,-5,0.9
Oc1[nH]c2ccccc2c1C=NCC1CCCO1 (stereo not drawn),-19,-1,nt,9,-2,nt,10,0,1
CC(=O)Nc1ccc2c(c1)nc(CCNC(=O)c1ccccc1)n2C,10,-5,23,nt,nt,-26,nt,nt,nt
COc1ccc(-n2nc([N+](=O)[O-])c(=NCCc3ccc(Cl)cc3)n2O)cc1,12,-6,-13,-3,40*,15,3,nt,1
Cc1ccc2[nH]c3c(=O)n(CCc4cnc[nH]4)cnc3c2c1,19,-5,-4,4,-7,7,-4,nt,1.4
COc1ccc(N2CCN(C(=O)CSc3nnc4c(C)cc5c(C)cc(C)cc5n34)CC2)cc1,13,-6,1,-3,15,0,5,10,1.7
O=C(COc1ccc(Cl)cc1Cl)Nc1ccc(Cl)cn1,nt,nt,nt,-8,5,nt,-3,0,0.9

# Reprinted at random: two compounds from above, in no set order.
SMILES,S1P2 antag,S1P2 agonist,sEH activator,E coli WT exp,PostGolgi ctrl,sEH inh,PostGolgi yeast,Mac1 fbg inh,PLAP activator
O=C(COc1ccc(Cl)cc1Cl)Nc1ccc(Cl)cn1,nt,nt,nt,-8,5,nt,-3,0,0.9
CC(=O)Nc1ccc2c(c1)nc(CCNC(=O)c1ccccc1)n2C,10,-5,23,nt,nt,-26,nt,nt,nt

# Three of the entries above in order of their number in sEH inh, falling:
SMILES	sEH inh
CNc1ncc(C(=O)c2ccc(Cl)cc2)s1	9
CCOC(=O)C(C)Sc1nc(C2CC2)cc(C(F)(F)F)c1C#N (stereo not drawn)	-2
CN(C)S(=O)(=O)c1ccc(C(=O)N(c2ccccn2)c2ccccn2)cc1	-8

# Later entries
SMILES,S1P2 antag,S1P2 agonist,sEH activator,E coli WT exp,PostGolgi ctrl,sEH inh,PostGolgi yeast,Mac1 fbg inh,PLAP activator
O=C(Cn1nnc(-c2ccccc2NC(=O)c2ccccc2)n1)Nc1ccc2c(c1)OCCO2,22,-5,-6,-7,0,7,-9,2,1
COc1cc(S(=O)(=O)Nc2cccc(C(=O)O)c2)c(OC)cc1Cl,6,-3,-1,1,2,3,-5,6,1.1
O=C(N/N=C/C=C/c1ccccc1)C1CC1(c1ccccc1)c1ccccc1 (stereo not drawn),5,-6,-7,-15,64*,7,3,3,1.1
Cc1cc(NCc2ccccc2)nc2ccccc12,-4,-3,6,nt,nt,-2,nt,nt,nt
Cc1ccc(C(C(=O)NCc2ccco2)N(CCc2ccccc2)C(=O)Cn2nnc3ccccc32)o1 (stereo not drawn),nt,nt,nt,1,-6,nt,-3,4,1.2
COc1ccc(CN(Cc2cc3cccc(C)c3[nH]c2=O)C(=O)N(C)C)cc1,7,-2,-2,-3,7,0,-7,9,1.3
Cc1c(C=O)cnn1CCC(=O)O,8,-4,0,nt,nt,3,nt,nt,nt
CSCC[C@H](NC(=O)NCc1cccs1)C(=O)O,6,1,4,-24,26,-3,-1,-6,0.8
CC(C)C(c1nnnn1C1CCCCC1)N1CCN(c2ncccn2)CC1 (stereo not drawn),-6,-4,-12,8,83*,14,51*,-9,1.4
Cc1ccc(-c2nc3cccnc3s2)cc1NS(=O)(=O)c1ccc2c(c1)OCCO2,0,-1,-13,-5,98*,11,86*,31,1.6
Cc1nc(/C=C/c2ccccc2)cc(/C=C/c2ccccc2)n1,-11,0,26,-6,-1,-30,24,4,0.8
COc1ccc(C2C(C(=O)Nc3cccnc3)=C(C)Nc3nc(-c4ccco4)nn32)cc1 (stereo not drawn),19,-2,0,3,12,-2,6,5,1
O=C(CN1C(=O)C2C3C=CC(C3)C2C1=O)NCc1ccc2c(c1)OCO2 (stereo not drawn),14,-8,7,3,-9,-6,0,-11,1.1
N#Cc1nc(-c2ccccc2F)oc1NC1CCCCC1,-3,-1,0,-7,nt,-3,3,-6,1
CCOC(=O)C(C)S(=O)(=O)c1ccc(C(F)(F)F)cn1 (stereo not drawn),-13,-3,2,-3,-4,1,-22,-45,1
O=C(O/N=C\c1ccc(N2CCOCC2)c([N+](=O)[O-])c1)c1ccc(F)cc1,-10,-1,-7,-5,2,9,-1,nt,1.3
Cc1nnc(SCc2cccc(Oc3ccccc3)c2)n1N,20,-5,-2,-2,-2,-4,-5,nt,0.9
CN(C)c1ccc(-c2nnn(CC(=O)N3c4ccccc4CCc4ccccc43)n2)cc1,15,-5,13,-11,7,-12,2,9,1.7
COCCCNC(=O)CCn1c(=O)c2ccccc2n(CC(=O)Nc2c(C)cccc2C)c1=O,7,-5,nt,-2,5,nt,15,-5,0.9
CCN(CC)C(=O)C(C)N(C#N)c1nc(NC(C)C)nc(NC(C)C)n1 (stereo not drawn),-1,-2,11,0,8,-13,2,-18,1.9
O=C(CO/N=C/c1cccc([N+](=O)[O-])c1)Nc1ccc2ccccc2c1,-23,-3,-1,-5,8,0,-6,27,1.5
O=C(CSCc1ccccc1Cl)NNC(=O)c1ccccc1,14,-4,-10,20,3,9,12,3,1.9
COc1ccc2oc(=O)c(C(=O)O)cc2c1,-18,0,-6,-3,2,7,8,11,1
CC(=O)c1c(C)[nH]c(C(=O)N2CCN(c3cc(Cl)ccc3C)CC2)c1C,14,-4,8,-2,8,-7,-8,-39,0.9
COc1ccc2c(c1OC)C(=O)N(c1ccc(C)c(C)c1)C2=O,-12,-6,15,nt,nt,-12,nt,nt,nt
CO/N=C(\C)c1ncc(C(F)(F)F)cc1N1CCOCC1,-2,-3,2,5,0,-2,7,13,1.1
COc1ccc(C2CC(=O)N3CN(Cc4ccco4)CSC3=C2C#N)cc1 (stereo not drawn),-9,-5,-4,3,4,3,6,1,1.2
COc1ccc2nc3c(cc2c1)c(NC(=O)c1cccs1)nn3CC(C)C,26,0,18,-15,37*,-20,10,12,1.4
Cc1ccc(S(=O)(=O)NCc2ccc3c(c2)cc(C)n3C)cc1,0,-6,7,-1,15,-5,-6,-4,1
